USP1 inh: USP1/UAF1 (human) deubiquitinase inhibition; O94782; recombinant USP1/UAF1, Ub-Rhodamine cleavage fluorescence; Potency, µM (highest dose often 57.1 µM), without a hit: at the top dose activity change, negative = inhibition, hits mostly inhibitors; actives 0.23% (n = 390,000); also: potency is read from the fitted curve at half-maximal effect; % is scaled to controls: 0 for no effect and ±100 for the full control effect; nearly all actives have a fitted effect of over 60% in size; inactives centre near -12
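USP1/UAF1 complex (1 nM) preincubated 15 min at room temperature with compound, then Ub-Rho substrate (150 nM final) added. Kinetic fluorescence at 480/540 nm over 6 reads at 60 s intervals; 50 mM HEPES pH 7.8, 0.5 mM EDTA, 0.1 mg/ml BSA, 1 mM TCEP, 0.01% Tween-20.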
LDHA block: blocks human lactate dehydrogenase A. P00338. purified LDHA, NADH/diaphorase-resazurin fluorescence; stronger effect = lower value. activity change, % (values are at about 110 or 230 µM). actives 0.15% (n = 480,000). AID 1347041; in the data active = activity change below about -30%; inconclusive = mostly about -25% to -30%;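 also: plate controls were DMSO wells for no effect and wells without enzyme for full effect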
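LDH5 2 nM; NADH 0.06 mM, pyruvate 0.2 mM; 200 mM Tris pH 7.4, EDTA, Tween-20; 5 min RT. Detection: diaphorase 0.133 mg/mL + resazurin 37 µM, fluorescence ex540/em590 at 0 and 20 min; normalized to enzyme-free and DMSO wells.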
RXFP1 ag: agonists of human relaxin receptor RXFP1 | actives 0.3% (n = 370,000) | Potency, µM (top dose mostly 57.5 µM), for the others: at the highest dose activation, usual class: activators | AID 2676 | HEK293T-RXFP1 cAMP TR-FRET, 30 min; response scale: percent of porcine relaxin response, buffer zero | Q9HBX9; also: potency is read from the fitted curve at half-maximal effect; % is scaled to controls: 0 for no effect and ±100 for the full control effect; nearly all actives have a fitted effect of over 60% in size; many of its hits are not listed in these tables
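cAMP rise read by TR-FRET after 30 min, 37C compound exposure (up to 58 uM) in RXFP1-transfected HEK293 cells with Ro 20174 present. EC50 from Hill-equation fits, with 29 nM porcine relaxin as 100% and buffer as basal.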
Vif-APOBEC3F blk: blocks the Vif interaction with APOBEC3F; HeLa A3F-eYFP + Vif (tagged APOBEC3F with the HIV-1 protein that degrades it), YFP fluorescence increase; Potency, µM (titrated, usually from 46.1 µM), inactives show top-dose activity, negative = active; actives 0.2% (n = 390,000); AID 602313; also: potency is read from the fitted curve at half-maximal effect; % of control where 0% means no effect; nearly all actives have a fitted effect of over 65% in size
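HeLa cells stably expressing A3F-eYFP plus Vif, plated and incubated overnight at 37 deg C, then exposed to compounds overnight at 37 deg C. Blocked degradation read as raised yellow fluorescence (Ex 488/Em 500-530).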
GRP78 ERSR act: inducers of ER stress response in human glioma cells; AID 602332; Potency, µM, for the others: at the top dose activation, most hits filed as activators; U87-MG GRP78 promoter luciferase reporter, 16 h; actives 0.02% (n = 420,000); also: potency is read from the fitted curve at half-maximal effect; series mostly up to about 76 µM; % of control where 0% means no effect; nearly all actives have a fitted effect of over 35% in size
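Stably transfected U87-MG human glioma cells carrying a GRP78-based luminescent sensor were seeded at 1000 cells/well, pin-dosed with compounds and incubated 16 h. Luciferase reagent was then added, and end-point luminescence was read after 10 min at room temperature.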
Vif-APOBEC3G blk: Vif-A3G binding inhibition. HeLa A3G-eYFP + Vif (tagged APOBEC3G with the HIV-1 protein that degrades it), YFP fluorescence, overnight. actives 0.076% (n = 410,000). Potency, µM (series often up to 46.1 µM), without a hit: at the top dose activity, negative = active, most hits filed as inhibitors. AID 602310;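 also: potency is read from the fitted curve at half-maximal effect; % is scaled to controls: 0 for no effect and ±100 for the full control effect; nearly all actives have a fitted effect of over 60% in size; hits raise eYFP signal because A3G escapes Vif-driven loss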
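Read-out is eYFP fluorescence (Ex 488/Em 500-530) from Vif-expressing HeLa A3G-eYFP cells; more signal means A3G escaped Vif-mediated degradation. Cells plated overnight, compound pinned in, incubated overnight at 37 deg C.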
IDH1 R132H inh: inhibitors of human mutant IDH1 R132H; Potency, µM (doses to about 76.6 µM), without a hit: top-dose activity change, negative = inhibition, actives largely listed as inhibitors; IDH1-R132H enzyme, NADPH consumption, diaphorase/resazurin fluorescence; actives 0.093% (n = 390,000); also: potency is read from the fitted curve at half-maximal effect; % is scaled to controls: 0 for no effect and ±100 for the full control effect; nearly all actives have a fitted effect of over 65% in size
Target sequence (O75874 whole entry R132H, stated change not applied): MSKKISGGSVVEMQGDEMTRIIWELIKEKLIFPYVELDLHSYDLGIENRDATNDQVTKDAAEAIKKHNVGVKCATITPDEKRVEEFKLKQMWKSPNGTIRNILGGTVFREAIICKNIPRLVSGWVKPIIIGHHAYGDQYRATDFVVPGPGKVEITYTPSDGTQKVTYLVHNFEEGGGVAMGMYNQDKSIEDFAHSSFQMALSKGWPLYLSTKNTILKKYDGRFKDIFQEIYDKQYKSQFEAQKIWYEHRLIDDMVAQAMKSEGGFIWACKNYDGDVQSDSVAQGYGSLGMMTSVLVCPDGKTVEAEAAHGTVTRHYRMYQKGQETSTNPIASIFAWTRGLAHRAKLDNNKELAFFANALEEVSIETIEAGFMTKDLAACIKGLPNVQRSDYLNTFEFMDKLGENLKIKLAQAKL
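IDH1-R132H (0.5 ug/mL) preincubated 30 min with compound, then NADPH (0.016 mM) and alpha-KG (2 mM) added; 80 min at RT, pH 7.5. Remaining NADPH coupled via diaphorase/resazurin to fluorescence (540/590 nm); concentration-response curves normalized to no-enzyme control.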
TrxR1 substrate: is turned over as a substrate by rat TrxR1; actives 0.01% (n = 390,000); purified TrxR1 substrate turnover, NADPH consumption readout; AID 588456; O89049; Potency, µM (top dose mostly 114 µM), for the others: at the top dose activity change, negative = substrate turnover; also: potency is read from the fitted curve at half-maximal effect; % is scaled to controls: 0 for no effect and ±100 for the full control effect; nearly all actives have a fitted effect of over 50% in size
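Rat TrxR1, dispensed at 90 nM, was prereduced with 400 uM NADPH (final) for 5 min at ~22 deg C, then incubated with compound 15 min before 400 uM selenite. A first-read NADPH fluorescence drop versus no-compound background flagged substrates.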
PI4K2A block: blocks human PI4K2A kinase activity; actives 0.13% (n = 420,000); Q9BTU6; purified PI4K2A, ADP-Glo luminescence, 1 h; stronger effect = lower value; AID 1346378; activity change, negative = inhibition, % at 76.9 µM; in the data active = activity change below about -50%; inconclusive = mostly about -30% to -49%;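 also: -100% = wells without enzyme as full effect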
Target sequence (Q9BTU6 whole entry, looked up): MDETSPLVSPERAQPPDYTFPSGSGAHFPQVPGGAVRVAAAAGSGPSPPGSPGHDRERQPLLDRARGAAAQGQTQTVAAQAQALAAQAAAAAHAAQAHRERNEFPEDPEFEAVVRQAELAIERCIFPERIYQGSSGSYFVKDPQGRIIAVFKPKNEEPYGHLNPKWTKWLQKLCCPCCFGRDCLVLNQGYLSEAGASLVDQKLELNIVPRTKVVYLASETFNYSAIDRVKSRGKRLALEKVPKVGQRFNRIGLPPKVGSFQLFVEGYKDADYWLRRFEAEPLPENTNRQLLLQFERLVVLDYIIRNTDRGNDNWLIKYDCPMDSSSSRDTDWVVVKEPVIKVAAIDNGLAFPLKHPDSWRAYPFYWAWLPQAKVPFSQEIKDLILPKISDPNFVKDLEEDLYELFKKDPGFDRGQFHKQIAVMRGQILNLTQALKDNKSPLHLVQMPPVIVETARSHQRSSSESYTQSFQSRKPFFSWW
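ADP-Glo luminescence measured ADP generated by PI4K2A enzyme (4 ug/mL before mixing) with 1.2 mM PI substrate (pre-mix) and 300 microM ATP (pre-mix). Tris pH7.5 buffer with MgCl2, Triton X-100; 1 h reaction at ambient temperature.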
* marks the source's active call; other numbers are inactive results; ? = inconclusive; . = not tested or not shown; & = joins results of further samples; [ ] = remark or other dose. Unless noted, calls follow the shape of the dose curve; as a rule, active = well fitted curve in the direction sought with a large enough effect; inconclusive = small, poorly fitted or top-dose-only effect, or another doubt; inactive = no such curve, though single readings can be large; an effect the other way counts as inactive or inconclusive. This is a subset; rates above refer to the full screens.

SMILES	USP1 inh	LDHA block	RXFP1 ag	Vif-APOBEC3F blk	GRP78 ERSR act	Vif-APOBEC3G blk	IDH1 R132H inh	TrxR1 substrate	PI4K2A block
COc1cc2c(cc1OC)C(C)N(C(C)=O)CC2 (centres undefined)	-2%	-2	-2.4%	-4%	1%	2%	-1%	6%	1
Cc1cccc(NS(=O)(=O)c2ccc(C(=O)NCC(c3ccco3)N(C)C)cc2)c1C (centres undefined)	-1%	0	1.4%	5%	-2%	1%	-5%	-1%	-2
CCOc1ccc(N(C)C(=O)C2CCN(S(=O)(=O)c3c(C)noc3/C=C/c3ccc(C)cc3)CC2)cc1	7%	-1	0.2%	0%	2%	3%	-13%	4%[57.1 µM]	-3
Cc1ccccc1CSc1ncc(C#N)c(N)n1	-12%	0	-2.5%	-8%	-6%	-13%	3%	5%	-1
CCN(CC(=O)Nc1ccccc1C(F)(F)F)C(=O)CN1C(=O)NC2(CCCC2)C1=O	-5%	-1	1.2%	-14%	0%	2%	-4%	-3%[57.1 µM]	0
O=C(CN(Cc1ccccc1F)C(=O)Cn1nnc(-c2cccs2)n1)NCC1CCCO1 (centres undefined)	-24%	-11	1.7%	1%	-1%	-3%	2%	8%	-1
O=C(Nc1nnc(COc2ccc(F)cc2)s1)c1cccs1	-1%	-5	-0.3%	-11%	1%	1%	4%	9%[57.1 µM]	2
CCOc1ccc(N(Cc2cc3cc(OC)ccc3[nH]c2=O)S(C)(=O)=O)cc1	-9%	0&14	2.3%	-5%	-2%	0%	7%	26%	-4
O=C(Cc1ccccc1)Nc1cccc([N+](=O)[O-])c1	-9%	-1	-0.6%	0%	1%	4%	-5%	-4%	-3
COC(=O)C1CCN(S(=O)(=O)c2cc3c4c(c2)CCN4C(=O)CC3)CC1	-14%	3	0.3%	-17%	-4%	0%	9%	5%	0

4 entries drawn at random from the list so far:
SMILES	USP1 inh	LDHA block	RXFP1 ag	Vif-APOBEC3F blk	GRP78 ERSR act	Vif-APOBEC3G blk	IDH1 R132H inh	TrxR1 substrate	PI4K2A block
O=C(CN(Cc1ccccc1F)C(=O)Cn1nnc(-c2cccs2)n1)NCC1CCCO1 (centres undefined)	-24%	-11	1.7%	1%	-1%	-3%	2%	8%	-1
CCOc1ccc(N(C)C(=O)C2CCN(S(=O)(=O)c3c(C)noc3/C=C/c3ccc(C)cc3)CC2)cc1	7%	-1	0.2%	0%	2%	3%	-13%	4%[57.1 µM]	-3
O=C(Nc1nnc(COc2ccc(F)cc2)s1)c1cccs1	-1%	-5	-0.3%	-11%	1%	1%	4%	9%[57.1 µM]	2
Cc1cccc(NS(=O)(=O)c2ccc(C(=O)NCC(c3ccco3)N(C)C)cc2)c1C (centres undefined)	-1%	0	1.4%	5%	-2%	1%	-5%	-1%	-2

(list continues)
SMILES	USP1 inh	LDHA block	RXFP1 ag	Vif-APOBEC3F blk	GRP78 ERSR act	Vif-APOBEC3G blk	IDH1 R132H inh	TrxR1 substrate	PI4K2A block
O=C(CCC(=O)c1ccc(Cl)cc1)NCc1ccccc1	-10%	-5	2.7%	11%	-4%	2%	2%	-2%	13
O=C(O)/C=C/C(=O)Nc1ccc2c(c1)C(=O)c1ccccc1C2=O	-26%	2	13%	12%	3%	-2%	17%	-7%	-15
Cc1ccc(CNC(=O)c2ccccc2NS(=O)(=O)c2ccc(Cl)nc2)cc1	-19%	-1	0.4%	0%	-3%	0%	9%	3%	-1
O=C1NC(=O)/C(=C\c2ccc(Oc3ccc([N+](=O)[O-])cn3)cc2)S1	-5%	-5	1.9%	3%	-5%	9%	12%	-8%	-2
CCCC(=O)Nc1cc(C(=O)O)ccc1Sc1ccccc1	-6%	-5	0.4%	-5%	-7%	0%	-4%	4%[57.1 µM]	-1
Nc1cc(C(=O)N2CCN(c3ccccc3Cl)CC2)ccc1N1CC2CC(C1)c1cccc(=O)n1C2 (centres undefined)	-22%	-6	.	-3%	-1%	-7%	2%	.	1
O=C(C1CCCN(Cc2ccncc2)C1)N1CCc2ccccc2C1 (centres undefined)	-22%	-8	-1.6%	3%	-1%	-4%	1%	9%[57.1 µM]	14
C=CCNC(=S)N1CCN(c2cc3c(cc2F)c(=O)c(C(=O)O)cn3CC)CC1	-17%	8	4.5%	-45%	-2%	4%	2%	24%	-3
CCCCn1c(N)c(N(CCOC)C(=O)CCc2ccc(OC)cc2)c(=O)[nH]c1=O	-1%	-2	0.0%	-2%	-3%	3%	9%	2%	-1
Cc1ccc2nc(-c3cccc(Br)c3)c(Cc3ccccc3C(F)(F)F)n2c1	.	-1	.	.	2%	-3%	.	.	-3
c1ccc2c(c1)ncn2CCC1CCCCC1	-4%	-2	0.4%	-5%	-1%	0%	5%	-2%	-2
COC(=O)CC1Oc2ccc(F)cc2-n2cc(-c3ccc(Cl)cc3)nc21 (centres undefined)	-8%	-5	13%	-9%	-2%	3%	29%	6%[11.4 µM]	4
C=CC[N+](C)(C)CC(=O)OCc1ccccc1	-19%	2	2.4%	-1%	-2%	1%	-4%	6%	-1
Cc1ccc(NC(=S)N(Cc2ccccc2)C(C)C)cc1	-13%	-5	1.5%	7%	2%	-2%	4%	2%[57.1 µM]	3
Cc1ccc(C)c(CN2CCC(n3nccc3NC(=O)C3CCCC3)CC2)c1	-14%	-3	0.1%	?	-5%	-2%	4%	-7%	-13
CN(CC(=O)Nc1c(Cl)cccc1Cl)C(=O)c1cc2ccccc2cc1O	-5%	6	0.6%	-7%	-1%	-5%	3%	1%[57.1 µM]	-2
Cc1c([N+](=O)[O-])c(C(=O)N2CCCC2)nn1C	-12%	-1	-0.1%	2%	-2%	2%	7%	5%	3
CC1CCCCN1CCNC(=O)C1CCCN(c2ncnc3c2nc2n3CCCCC2)C1 (centres undefined)	-29%	0	9.4%	?	-2%	5%	-2%	4%	-5
O=C(Cc1ccc(S(=O)(=O)N2CCOCC2)s1)Nc1ccc2c(c1)CCC2	-23%	0	1.6%	7%	0%	1%	3%	-8%	-2
Cn1c(NCc2cccc(Cl)c2)nc2ccccc21	-18%	-7	-2.4%	.	.	.	.	-1%	-3
CCOc1ccc(CC(=O)OCn2nnc3ccccc3c2=O)cc1	-3%	-5	0.7%	13%	5%	6%	-6%	-10%	0
CCCn1nnc(NC(=S)NC(=O)CC)n1	-2%	2	0.2%	5%	-1%	-8%	0%	-3%	8
CN(C(=O)c1ccc(F)c(S(=O)(=O)N2CCOCC2)c1)C1CCCCC1	-5%	-5	0.9%	-8%	2%	-1%	4%	0%	1
CC(=O)Nc1ccc(NC(=O)COc2c(C)cc(Br)cc2C)cc1	-11%	-4	-0.5%	8%	-1%	0%	0%	2%	-3
O=C(CCCNS(=O)(=O)c1cccs1)N1CCN(c2cccc(Cl)c2)CC1	-9%	-3	0.4%	7%	-7%	0%	5%	0%	5
CCOCCn1c(CN2CCCCC2)nc2c1c(=O)n(C)c(=O)n2C	-12%	-4	19%	-13%	-3%	3%	-6%	5%[57.1 µM]	-5
COc1ccc(-c2cc(C(=O)NCc3cccnc3)no2)cc1OC	-15%	-8	2.6%	-1%	5%	0%	0%	5%	-6
N#C/C(=C\c1cccs1)C(=O)NCc1cccnc1	-12%	-4	-0.1%	-5%	0%	-1%	0%	-6%	3
COc1cc(C(=O)Nc2ccc(N(C)C)cc2)cc(OC)c1OC	?	-1	-2.5%	1%	3%	?	5%	-7%	-9
N#Cc1ccccc1NC(=O)CN1CCOCC1	-14%	-6	3.0%	5%	-2%	3%	3%	13%	2

3 compounds out of the list above, arranged by their value in RXFP1 ag, low to high.
SMILES | RXFP1 ag
COc1cc(C(=O)Nc2ccc(N(C)C)cc2)cc(OC)c1OC | -2.5%
CC(=O)Nc1ccc(NC(=O)COc2c(C)cc(Br)cc2C)cc1 | -0.5%
CCOc1ccc(CC(=O)OCn2nnc3ccccc3c2=O)cc1 | 0.7%

Carrying on:
SMILES	USP1 inh	LDHA block	RXFP1 ag	Vif-APOBEC3F blk	GRP78 ERSR act	Vif-APOBEC3G blk	IDH1 R132H inh	TrxR1 substrate	PI4K2A block
COc1ccc(CCN2C(=O)C=CC2=O)cc1OC	-17%	-2	.	-3%	-14%	-23%	3%	6%	5
CN(c1ccc(Cl)cc1)S(=O)(=O)c1nnc(NC(=O)c2ccco2)s1	-9%&-9%	-6&-1	2.6%&-2.0%	2%&1%	-3%&-2%	-8%&1%	10%&-6%	-2%&10%	-8&-3
O=C(NC(=S)Nc1cccc([N+](=O)[O-])c1)C1CCCC1	-11%	1	2.4%	-26%	-3%	0%	-13%	-4%	-4
Cc1ccc(S(=O)(=O)N(CCC(=O)NCc2ccc(S(N)(=O)=O)cc2)c2ccccc2)cc1	-13%	-10	0.2%	1%	-2%	1%	4%	-10%	-1
O=C(C1CCN(S(=O)(=O)c2cc(Cl)ccc2Cl)CC1)N1CCCC1	-3%	0	2.7%	0%	0%	2%	0%	0%	1
CSc1ncnc2c1ncn2CCCNCc1ccccc1	-23%	-2	.	0%	-1%	2%	3%	.	-2
Cc1cc(C)c(C)c(S(=O)(=O)NCc2ccncc2)c1C	-5%	-4	1.0%	-25%	-4%	0%	5%	-2%[57.1 µM]	-6
